# TDP-43 yeast inh – TDP-43 toxicity inhibition in yeast; TDP-43 expressing yeast growth rescue, BacTiter-Glo, 24 h; hit rate 1.8% among 410,000; Potency, µM (doses to about 46.1 µM), for inactives: top-dose growth rescue (activation), most hits filed as activators; note: % of control where 0% means no effect; nearly all actives have a fitted effect of over 50% in size
#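 Readout is BacTiter-Glo luminescence of cell growth, so inhibitors register as activators. TDP-43-expressing yeast at OD600=0.02 in galactose medium, after raffinose pregrowth to mid-log, were incubated with compound for 24 hr at 30 deg C.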
# EPAC1 antag – blocks human EPAC1 exchange factor; O95398; EPAC1 GEF assay, Rap1b-BODIPY-GDP exchange fluorescence; Potency, µM (doses to about 115 µM), inactives show at the top dose activity change, negative = inhibition, most hits filed as inhibitors; hit rate 0.14% among 360,000; AID 720709;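 note: plate controls were vehicle for no effect and positive control for full effect; nearly all actives have a fitted effect of over 50% in size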
# Target sequence (O95398 whole entry, looked up): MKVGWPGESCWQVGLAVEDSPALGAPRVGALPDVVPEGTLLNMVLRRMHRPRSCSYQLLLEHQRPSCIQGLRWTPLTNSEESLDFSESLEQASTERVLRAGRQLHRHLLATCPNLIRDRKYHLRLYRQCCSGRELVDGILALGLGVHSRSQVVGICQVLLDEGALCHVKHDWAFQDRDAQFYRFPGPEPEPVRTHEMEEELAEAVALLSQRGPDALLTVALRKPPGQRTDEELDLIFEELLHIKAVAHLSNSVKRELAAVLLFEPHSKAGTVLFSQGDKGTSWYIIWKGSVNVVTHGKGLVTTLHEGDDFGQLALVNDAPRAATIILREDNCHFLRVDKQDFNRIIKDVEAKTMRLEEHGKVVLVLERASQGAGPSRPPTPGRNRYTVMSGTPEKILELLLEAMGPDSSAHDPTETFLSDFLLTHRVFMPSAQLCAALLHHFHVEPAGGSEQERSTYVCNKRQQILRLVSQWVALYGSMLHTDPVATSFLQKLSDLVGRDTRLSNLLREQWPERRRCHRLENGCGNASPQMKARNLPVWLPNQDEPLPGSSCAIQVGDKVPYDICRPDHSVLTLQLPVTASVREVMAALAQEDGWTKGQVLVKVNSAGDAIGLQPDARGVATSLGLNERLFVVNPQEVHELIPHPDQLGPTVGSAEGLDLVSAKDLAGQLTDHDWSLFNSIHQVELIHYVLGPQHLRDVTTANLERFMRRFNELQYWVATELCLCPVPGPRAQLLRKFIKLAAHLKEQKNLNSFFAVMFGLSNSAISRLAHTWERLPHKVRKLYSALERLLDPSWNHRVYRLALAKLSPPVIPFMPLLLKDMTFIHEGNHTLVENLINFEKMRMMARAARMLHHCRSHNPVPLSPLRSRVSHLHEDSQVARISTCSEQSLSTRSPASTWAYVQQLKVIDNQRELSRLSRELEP
# PTHR1 ag – agonists of human PTHR1 parathyroid hormone receptor | Q03431 | HEK293 GP2 PTHR1 cells, GloSensor cAMP luminescence, 1 h | Potency, µM (series often up to 115 µM), for the others: top-dose activation, usual class: activators | hit rate 0.075% among 410,000 | AID 743266; note: nearly all actives have a fitted effect of over 55% in size; some results filed as inactive show a strong effect at the top dose; inactives centre near -15; many of its hits are not listed in these tables
#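 HEK-293-derived GP2 cells expressing PTHR1 and a GloSensor cAMP reporter, 3,000/well, plated overnight, given luciferin plus IBMX (each 0.5 mM as added) for 1 h at 37 °C, then compound for 1 h at 37 °C. Luminescence was read after 15 min at room temperature.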
# EPAC2 agonist – EPAC2 (human) agonism. AID 720711. Potency, µM (series often up to 154 µM), for the others: top-dose activation, hits mostly activators. EPAC2 activation, biochemical qHTS; response scale: 100% = 6.5 mM cAMP response. hit rate 0.079% among 360,000; note: nearly all actives have a fitted effect of over 50% in size
#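 Each well held 100 nM EPAC2, 250 nM RAP1B-BODIPY-GDP and 50 uM GDP. Fluorescence, read at 5-min intervals to 30 min, was referenced to a 6.5 mM cAMP positive control.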
# aSyn rescue – rescues yeast growth from alpha-synuclein toxicity; Yeast expressing alpha-synuclein, growth rescue, BacTiter-Glo, 24 h; Potency, µM (doses to about 46.1 µM), for the others: top-dose growth rescue (activation), most hits filed as activators; hit rate 0.14% among 370,000; note: % of control where 0% means no effect; nearly all actives have a fitted effect of over 65% in size
#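 Screening used galactose-induced yeast with toxic alpha-synuclein levels, exposed to compound for 24 hr at 30 deg C. Cell growth, read with BacTiter-Glo luminescence, gave the measured signal.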
# EPAC2 antagonist – EPAC2 (human) antagonism; Q8WZA2; EPAC2 GEF exchange of Rap1B-BODIPY-GDP, fluorescence; Potency, µM (series often up to 114 µM), inactives show at the top dose activity, negative = inhibition, usual class: inhibitors; hit rate 0.18% among 360,000; note: % is set by controls: 0 for no effect and ±100 for the full control effect; nearly all actives have a fitted effect of over 45% in size; many of its hits are not listed in these tables
# EPAC1 agonist – EPAC1 (human) agonism; EPAC1 agonist qHTS, biochemical assay; response scale: 100% = response to 6.5 mM cAMP; hit rate 0.073% among 360,000; Potency, µM (doses to about 154 µM), for the others: top-dose activation, usual class: activators; O95398; AID 720707; note: nearly all actives have a fitted effect of over 60% in size
#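 Normalized to 6.5 mM cAMP, activity reflects EPAC1-catalysed release of BODIPY-GDP from Rap1B, followed kinetically over 30 min at 480 nm excitation, 540 nm emission. Reaction contained 100 nM EPAC1, 250 nM Rap1B-BODIPY-GDP, 50 uM GDP.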
# FUS suppressor – FUS proteinopathy suppression in yeast; S. cerevisiae FUS-expressing, growth rescue, OD600, 24 h; Potency, µM (series often up to 76.6 µM), for the others: top-dose growth rescue (activation), most hits filed as activators; hit rate 0.24% among 390,000;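 note: plate controls were DMSO vehicle for no effect and reference control for full effect; nearly all actives have a fitted effect of over 55% in size; some results filed as inactive show a strong effect at the top dose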
#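 Yeast FUS proteinopathy model; galactose-induced FUS (2%), starting OD 0.005. Cpds in dilution series, 24hr, 30C, 99% humidity. Abs 600 nm growth. Pos ctrl CP55940 (top 92uM final); neg ctrl DMSO.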
# Numbers without * were called inactive; i = inactive; ? = inconclusive; nt = not tested or not shown; & = joins results of further samples; [ ] = dose if it differs, or a comment. Calls come from the whole dose curve; as a rule, active = well fitted curve in the direction sought with a large enough effect; inconclusive = small, poorly fitted or top-dose-only effect, or another doubt; inactive = no such curve, though single readings can be large; an effect the other way counts as inactive or inconclusive. Potency is the fitted concentration of half-maximal effect.
SMILES	TDP-43 yeast inh	EPAC1 antag	PTHR1 ag	EPAC2 agonist	aSyn rescue	EPAC2 antagonist	EPAC1 agonist	FUS suppressor
CCCCOc1ccc(C(=O)NCC(=O)NC(C)CCc2ccccc2)cc1 (configuration not stated)	20%	-14%	-35%	-17%	11%	-5%	3%	nt
O=C1OC(Cc2ccccn2)C(O)=C1C1=NCCCN1 (configuration not stated)	-4%	7%	-15%	30%	-3%	23%	-3%	23%
COC(=O)c1scc(C)c1NC(=O)Nc1ccccc1	-13%	8%	i	10%	0%	13%	0%	20%
Cc1ccccc1Cn1c(=O)[nH]c2ccccc21	?	6%	-27%	3%	0%	-16%	-8%	-16%
COc1ccccc1Nc1cc(N2CCOCC2)c2nonc2c1[N+](=O)[O-]	-2%	-29%	i	-6%	-2%	-6%	9%	nt
CC(C)C(=O)N1CCN(c2ccc(NC(=O)c3ccc(Br)o3)cc2)CC1	8%	4%	-18%	-1%	2%	-2%	-1%	19%
CCn1ncc(Cl)c1C(=O)Nc1cc(Cl)ccc1Cl	-16%	2%	-3%[57.5 µM]	3%	1%	5%	11%	21%
CC(=O)Nc1ccc(OS(=O)(=O)c2c(C)cc(C)cc2C)cc1	?	-24%	-55%[inhibitor]	6%	8%	?	-3%	-13%
O=C(NC1=NCCS1)c1cc(-c2cccc(Br)c2)nc2ccccc12	22µM*	-26%	i	15%	-24%	-19%	9%	nt
O=C(NCc1ccccc1)C(c1ccncc1)N(C(=O)c1ccccn1)c1ccccc1 (configuration not stated)	-5%	3%	i	11%	-22%	-3%	13%	-17%
COc1ccc(Oc2cc(NN3CCCCC3)c([N+](=O)[O-])cc2[N+](=O)[O-])cc1OC	0%	-9%	i	-7%	13%	12%	-14%	37%
CCCC(=O)Nc1ccc(-c2nc3ncccc3o2)cc1	4%	8%	-1%	1%	-5%	1%	0%	-13%
COc1ccc(S(=O)(=O)N(C)C[C@@H]2OCc3cn(nn3)CCCC(=O)N([C@@H](C)CO)C[C@H]2C)cc1	0%	-10%	i	3%	0%	-6%	13%	-15%
CCOC(=O)C1(Cc2ccccc2C)CCCN(C(=O)COC)C1 (configuration not stated)	-15%	-8%	23%	9%	-2%	-4%	7%	-5%
Cc1ccc(CN(CC(=O)NCC2CCCO2)S(=O)(=O)c2ccc(C)cc2)cc1 (configuration not stated)	-3%	-5%	-3%	10%	12%	-3%	12%	-2%

# Four records drawn at random from the list so far:
SMILES	TDP-43 yeast inh	EPAC1 antag	PTHR1 ag	EPAC2 agonist	aSyn rescue	EPAC2 antagonist	EPAC1 agonist	FUS suppressor
COc1ccccc1Nc1cc(N2CCOCC2)c2nonc2c1[N+](=O)[O-]	-2%	-29%	i	-6%	-2%	-6%	9%	nt
O=C(NC1=NCCS1)c1cc(-c2cccc(Br)c2)nc2ccccc12	22µM*	-26%	i	15%	-24%	-19%	9%	nt
Cc1ccccc1Cn1c(=O)[nH]c2ccccc21	?	6%	-27%	3%	0%	-16%	-8%	-16%
O=C1OC(Cc2ccccn2)C(O)=C1C1=NCCCN1 (configuration not stated)	-4%	7%	-15%	30%	-3%	23%	-3%	23%

# The listing continues.
SMILES	TDP-43 yeast inh	EPAC1 antag	PTHR1 ag	EPAC2 agonist	aSyn rescue	EPAC2 antagonist	EPAC1 agonist	FUS suppressor
Cc1nc(N2CCOCC2)c2cc(-c3ccccc3)sc2n1	?	12%	-20%[57.5 µM]	7%	0%	2%	4%	6%
CCCN1C2CCCC1CC(NC(=O)c1cc(OC)cc(OC)c1)C2 (configuration not stated)	12%	-5%	i	6%	-4%	7%	-1%	-8%
Cc1ccc(NC(=O)c2ccc(CSc3ccccn3)cc2)c(O)c1	10%	-17%	-3%	23%	-14%	-1%	11%	-16%
CCCCS(=O)(=O)NC1=NCN(CCOC(=O)c2ccccc2)CN1	4%	-12%	i	25%	1%	-6%[57.1 µM]	0%	-3%
COCc1cc(C)nc(SCC(=O)Oc2ccc(Cl)cc2)c1C#N	25%	3%	-20%	7%	-6%	2%	2%	-7%
O=c1c(C/C=C/c2ccccc2)c(O)ccn1Cc1ccc(Cl)cc1Cl	-5%	-9%	-7%	5%	-2%	11%	9%	-15%
CCn1nnc2cc(C(=O)OCC(=O)N(C)Cc3cccc(F)c3)ccc21	13%	15%	-14%	1%	-9%[1.84 µM]	-9%	2%	24%
O=S(=O)(c1ccc2nc(-c3ccccc3)[nH]c2c1)N1CCN(c2cccc(Cl)c2)CC1	-3%	-29%	-21%	5%	-3%	-7%	-2%	24%
c1ccc2c(c1)CC(N1CCCCC1)c1ccccc1N2 (configuration not stated)	-9%	-14%	-23%[57.5 µM]	15%	-4%	0%	8%	21%
CCOC(=O)Nc1ccc(OC)c([N+](=O)[O-])c1	nt	4%	-12%	2%	1%	1%	4%	-4%
NC(=O)NC(=O)CN1c2cccc3cccc(c23)S1(=O)=O	-10%	-24%	i	-4%	0%	-4%	-3%	5%
COc1ccc(C(=O)Nc2nc(N)n(-c3ccccc3)n2)cc1	0%	12%	i	1%	-7%	5%	2%	nt
Cc1ccc(C)c(N2CCN(C(=O)CN3C(=O)COc4ccc(S(=O)(=O)N5CCC(C)CC5)cc43)CC2)c1	9%	nt	-10%	nt	3%	nt	nt	-11%
Cc1ccc(C)c(S(=O)(=O)c2c(N)n(/N=C/c3ccco3)c3nc4ccccc4nc23)c1	-19%	-1%	i	5%	-1%	1%	6%	18%
COc1cccc(CNC2CCCCCCC2)c1OC	-1%	-10%	0%	2%	0%	15%	-1%	18%
CCN(C(=O)CSc1nc(N)cc(=O)[nH]1)C1CCS(=O)(=O)C1 (configuration not stated)	-7%	7%	?	8%	-7%[1.84 µM]	2%	-11%	14%
O=c1oc2ccc3ccccc3c2cc1-c1nc2ccccc2o1	-22%	1%	-2%[57.5 µM]	18%	-17%	2%	8%	10%
Fc1cccc(CO/N=C/c2c(-c3ccccc3)nc3ccc(Cl)cn23)c1	4%	-13%	-22%	12%	4%	-2%	2%	-12%
CC(C)CNC(=O)NC(=O)COC(=O)c1cc(F)cc(F)c1	11%	2%	i	2%	5%	20%	-3%	nt
C=CCn1cc(C(=O)NCc2ccc(Cl)cc2)c(=O)c2cc(S(=O)(=O)N(CC)CC)ccc21	-5%	4%	-46%[inhibitor]	2%	-3%	-13%	19%	47%
Cc1cc(C)c2cc(C#N)c(N3CCCC3)nc2c1	4%	-6%	i	11%	0%	-1%	-3%	7%
Cc1cccc(N=C2NC(=O)/C(=C/c3cccnc3)S2)c1	16%	-6%	-4%	-4%	4%	-8%	-5%	9%
COc1ccc(-c2nn(-c3ccccc3)cc2C(=O)N2CCN(S(=O)(=O)c3cccc(F)c3)CC2)cc1	-75%[inhibitor]	-11%	i	9%	1%	-16%	11%	48%
CCC1(CC)C(=O)NC(=S)N=C1N	-1%	-3%	i	11%	0%	9%	8%	-4%
COc1cc([N+](=O)[O-])cc2cc(C(=O)N3CCN=C3c3ccccc3)c(=O)oc12	9%	-3%	-33%[inhibitor]	4%	-7%	0%	18%	-10%
O=C(NCc1ccc(F)cc1)c1ccc(CNc2c(N3CCOCC3)c(=O)c2=O)cc1	-19%	-16%	i	-1%	-6%	2%	7%	12%
CSc1ncc(CN2CCN(C(C)C)C(CCO)C2)cn1 (configuration not stated)	14%	1%	i	6%	-14%	-6%	6%	-22%
COc1c(C=O)c2c(c(OC)c1OC)-c1ccc(OC)c(=O)cc1C(NC(C)=O)CC2 (configuration not stated)	10%	-15%	i	-4%	-7%	-1%	6%	nt
O=S(=O)(Nc1cccc(Oc2ccc(Cl)cc2)n1)c1ccc(F)cc1	13%	-15%	-14%	16%	8%	-7%	2%	6%
O=C(N/N=C/c1cccnc1)c1cccc(N2CCCC2=O)c1	-6%	-3%	i	5%	-11%	-2%	-5%	1%
O=C(O)c1cnc2ccc(Cl)cc2n1	1%	-11%	24%	5%	1%	8%	3%	-5%
Cc1ccccc1OCC(=O)OCC(=O)Nc1ccc2c(c1)OCCO2	-4%	7%	i	10%	-6%	16%	-1%	7%
O=C(NCc1ccncc1)c1ccc(NS(=O)(=O)c2cccc([N+](=O)[O-])c2)cc1	0%	4%	-22%	2%	-8%	14%	-7%	nt
COCc1nnc(NC(=O)c2ccc(S(=O)(=O)N3CCCCCC3)cc2)o1	7%	13%	i	-1%	23%	4%	2%	12%
O=C(c1ccccc1)c1nn(-c2ccccc2)c(=O)cc1C(F)(F)F	?	1%	i	5%	17%	-3%	4%	-14%
CCS(=O)(=O)N1Cc2ccccc2CC1C(=O)Nc1nc2ccccc2[nH]1 (configuration not stated)	5%	0%	-8%[57.5 µM]	7%	0%	4%	0%	24%
O=C(CCCn1c(=O)c2sccc2n(Cc2ccc(F)cc2)c1=O)NCc1ccco1	-20%	9%	i	6%	-6%	15%	2%	?
CN1CCCC(OC(=O)CCCCC(=O)OC2CCCN(C)C2)C1 (configuration not stated)	-14%	-6%	-3%[57.5 µM]	?	-5%	48%[activator][57.1 µM]	3%	-26%
CCOc1ccc(N(CC(=O)NCc2ccc(C)cc2)S(=O)(=O)c2c(C)[nH]c(=O)[nH]c2=O)cc1	15%&24%	7%	i	3%	0%	1%	-7%	?
CN1CCCC(C)(C(=O)Nc2cccc(Oc3ccccc3)c2)C1 (configuration not stated)	7%	-3%	-1%	14%	-5%	1%	-12%	1%
COc1ccccc1C(=O)Nc1ccc(NC(=O)c2ccco2)cn1	11%	-1%	i	1%	2%	-8%	3%	8%
Cc1ccc(-c2csc3ncn(CC(=O)NCC(c4ccco4)N4CCCC4)c(=O)c23)cc1 (configuration not stated)	17%	-6%	i	-9%	2%	7%	1%	4%
CCOC(=O)C1=C(N)Oc2cc(O)ccc2C1c1cccc([N+](=O)[O-])c1 (configuration not stated)	-17%	?	-1%	11%	8%	-15%	-17%	10%
CCOC(=O)C1(COCc2ccccc2)CCCCC1=O (configuration not stated)	20%	0%	i	6%	9%	-16%	5%	-5%
CCNC(=O)C1CCCN(C(=O)c2ccc(C#N)cc2)CC1 (configuration not stated)	19%	6%	-2%	-1%	-3%	18%	4%	-17%
CCOc1ccccc1-c1cc(C(=O)Nc2ccc(C(=O)O)cc2)c2ccccc2n1	-21%	1%	i	-8%	-4%	-16%	-2%	29%

# Compound activity as filed in PubChem.

# This is a subset; the hit share may differ from the screen's.
